Screening data from PubChem.
ALDH1A1 block = ALDH1A1 (human) enzyme inhibition. P00352. Purified ALDH1A1, NADH fluorescence, propionaldehyde substrate. Potency, µM (top dose mostly 75.3 µM), for inactives: at the top dose activity, negative = inhibition, most hits filed as inhibitors. 220,000 tested, 7.3% active. AID 1030; active means well fitted inhibition curve with a large enough effect, not every such curve was filed as active; inconclusive means small, poorly fitted or top-dose-only effect, or another doubt; inactive means no such curve, though single readings can be large or run the other way;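 further: plate controls were no enzyme wells and a reference inhibitor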
LMNA splice mod = changes lamin A minigene splicing in HeLa cells; HeLa LMNA splicing GFP/RFP minigene ratio, 48 h; 200,000 tested, 0.01% active; Potency, µM (titrated, usually from 46.1 µM), without a hit: at the highest dose ratio change, negative = inhibition, hits mostly inhibitors; active means well fitted inhibition curve with a large enough effect in the signal ratio, with a control signal flat, not every such curve was filed as active; inconclusive means small, poorly fitted or top-dose-only effect, or effect the other way, or a change in a side signal; the % refers to the signal ratio; further: on the % scale 0 is the no-effect control and ±100 the full control effect
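S3 HeLa stable clones carrying a lamin A-EGFP splicing minigene plus DsRed2 were seeded at 600 cells/well in Opti-MEM with 2% FBS, pin-dosed and incubated 48 h at 37°C. Acumen cytometry (488 nm) gave the GFP/RFP total-intensity ratio.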
KinaseGlo FLuc = counter-screen: inhibitors of Kinase-Glo firefly luciferase | Kinase-Glo luciferase, ATP luminescence, 8 min | Q27757 | Potency, µM (titrated, usually from 38.3 µM), for inactives: at the top dose activity change, negative = inhibition, hits mostly inhibitors | 200,000 tested, 0.28% active; further: on the % scale 0 is the no-effect control and ±100 the full control effect; nearly all actives have a fitted effect of over 60% in size
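Compounds were added to a substrate mix at pH 7.2 (50 mM imidazole, 10 uM ATP, within the enzyme's linear range), followed by Kinase-Glo detection reagent; luminescence was measured after 8 minutes at ambient temperature.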
Tau fibril ThT = tau fibrillization inhibition (ThT binding). P10636. recombinant tau K18 P301L (four-repeat tau fragment), heparin-induced fibrillization, ThT fluorescence. Potency, µM (highest dose often 57.4 µM), inactives show at the top dose activity, negative = inhibition, actives largely listed as inhibitors. 270,000 tested, 2.1% active. AID 1460; further: on the % scale 0 is the no-effect control and ±100 the full control effect; nearly all actives have a fitted effect of over 55% in size
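In this qHTS, human K18 P301L tau is incubated with compound and heparin for 6 hr at 37 C, and Thioflavin T fluorescence then reports fibril load.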
KDM4E inh = JMJD2E (human) inhibition. JMJD2E catalytic domain, FDH-coupled NADH fluorescence (FDH is formaldehyde dehydrogenase). Potency, µM (series often up to 57.1 µM), for inactives: top-dose activity change, negative = inhibition, actives largely listed as inhibitors. 230,000 tested, 1.6% active; active means well fitted inhibition curve with a large enough effect, not every such curve was filed as active; inconclusive means small, poorly fitted or top-dose-only effect, or another doubt; inactive means no such curve, though single readings can be large or run the other way;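 further: 0% = wells with enzyme and -100% = buffer wells without enzyme; nearly all actives have a fitted effect of over 50% in size; many of its hits are not listed in these tables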
RECQ1 helicase = inhibitors of human RECQ1 DNA helicase | RECQ1 DNA unwinding, red fluorescence kinetic read | P46063 | Potency, µM (doses to about 57.3 µM), inactives show top-dose activity, negative = inhibition, actives largely listed as inhibitors | 240,000 tested, 0.54% active;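 further: plate controls were vehicle for no effect and no enzyme for full effect; nearly all actives have a fitted effect of over 30% in size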
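RECQ1T1 50 nM; forked duplex (20 bp + 30-nt ss tails) 200 nM, ATP 2 mM final; pH 8.0, 2 mM MgCl2, 2.5 ug/ml poly(dI-dC); 15 min compound preincubation; discontinuous kinetic read over 2 h at RT.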
L3MBTL1 block = L3MBTL1 (human) inhibition; 230,000 tested, 0.66% active; AlphaScreen L3MBTL1–H3K9me1 peptide binding; Potency, µM (highest dose often 57.1 µM), for inactives: at the highest dose activity, negative = inhibition, usual class: inhibitors; further: on the % scale 0 is the no-effect control and ±100 the full control effect; nearly all actives have a fitted effect of over 60% in size
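AlphaScreen assay: L3MBTL1 (50 nM final) was preincubated 30 min at room temperature with biotinylated H3(1-15)K9me1 peptide (75 nM final), then 30 min with library compounds; streptavidin donor and nickel chelate acceptor beads (10 ug/mL final) added, 30 min dark.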
SMN2 splice up = increases expression of the SMN2 splice variant | HEK293 SMN2-luciferase splicing reporter, luminescence, 30-36 h | Potency, µM (highest dose often 46.1 µM), for inactives: at the highest dose activity change, positive = activation, usual class: activators | 210,000 tested, 2.8% active; further: % of control where 0% means no effect; nearly all actives have a fitted effect of over 55% in size
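HEK293 cells carry an SMN2 minigene-luciferase reporter in which exon 7 inclusion puts luciferase in frame. Cells were seeded at 2000 cells/well, attached for 10-12 hours, then exposed to compounds for 30-36 hours at 37C before ONE-Glo luminescence.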
* = called active by the depositor; i = inactive; ? = inconclusive; · = not tested or not shown; & = joins results of further samples; [ ] = dose if it differs, or a comment. Unless noted, the call rests on the fitted dose curve; in most records, active means well fitted curve in the direction sought with a large enough effect; inconclusive means small, poorly fitted or top-dose-only effect, or another doubt; inactive means no such curve, though single readings can be large; an effect the other way counts as inactive or inconclusive. Potency means the concentration at half of the fitted maximal effect. A portion of the library; the hit share may differ from the screen's.

SMILES | ALDH1A1 block | LMNA splice mod | KinaseGlo FLuc | Tau fibril ThT | KDM4E inh | RECQ1 helicase | L3MBTL1 block | SMN2 splice up
CC(C)CCC(O)(CCC(C)C)C(=O)NNc1ccccc1 | 0% | ? | 1% | -4% | -1% | -8% | 7% | 0%
O=C(Cc1ccc(-c2ccccc2)cc1)NC(c1ccccc1)c1ccccc1 | 10µM* | -13% | 4% | -2% | -21% | -5% | 7% | 1%
Cc1cc(C)c(S(=O)(=O)N(CC(=O)O)C2CCCCC2)c(C)c1 | 10% | -4% | 1% | -12% | 0% | i | 10% | -4%
Cc1cnnc2c1-c1nonc1CC2 | 8% | -4% | -3% | -6% | 0% | -7% | 3% | 9%
N#Cc1cc(-c2ccccc2)[nH]c1-c1nccc2ccccc12 | · | · | · | -4% | ? | -17% | -1% | ·
COC(=O)c1c(NS(=O)(=O)c2ccccc2)csc1C | · | · | · | -14% | -2% | -2% | 5% | ·
O=C(c1cccc(N2C(=O)C3CC=CCC3C2=O)c1)N1CCCc2ccccc21 (stereo unspecified) | ? | · | 3% | -15% | -9% | 0% | · | -5%
COc1ccc(C2c3ccc4ccccc4c3Oc3ncn(CCN4CCOCC4)c(=N)c32)cc1OC (stereo unspecified) | 1% | · | · | 1% | 1% | -7% | -23% | ·
CC(=O)N1CCN(C(=S)NCc2ccccc2)CC1 | -12% | 3% | 3% | 1% | 4% | i | 2% | 29%
Cc1cc(C)nc(N(C#N)CC(=O)Nc2ccccc2)n1 | 16µM* | 5% | 0% | -15% | 1% | -11% | -9% | 4%
O=[N+]([O-])c1cccc(-c2nnc(-c3ccc4c(c3)OCO4)o2)c1 | ? | -5% | -12% | ? | 0% | -10% | -10% | 11µM*
Cc1ccc(C(C(=O)NC2CCCCC2)N(Cc2ccco2)C(=O)Cn2cnc3ccccc32)cc1 (stereo unspecified) | -1% | 15% | 1% | -16% | -3% | -2% | 11%[11.4 µM] | -6%
CN1CCN(c2nc(-c3ccccn3)nc3ccccc23)CC1 | -8% | 10% | -4% | 6% | 4% | i | · | 1%
CCC(=O)N1N=C2CC(C)(C)OCC2C1c1ccccc1 (stereo unspecified) | 3% | -1% | 2% | -3% | -2% | 0% | 7% | 5%
O=C(NC1CCCCCC1)C1Cc2ccccc2CN1C(=O)c1ccco1 (stereo unspecified) | -9% | · | -1% | -6% | 0% | i | · | 7%
COc1cccc(C(=O)Nc2cccc(OCC(=O)O)c2)c1 | 6% | 2% | -25% | -15% | -1% | -2% | · | 14%
O=C(CSc1nnnn1-c1ccccc1)Nc1ncc(Cc2cc(Cl)ccc2Cl)s1 | 7% | 8% | -2% | 10% | 3% | -3% | 0% | 11%
CSc1ccccc1-n1nnnc1SCC(=O)Nc1ccccc1C | 13µM* | -6% | -4% | -10% | 0% | i | · | -38%[inhibitor]
CN1CCN(c2ncc3nc(-c4ccccc4)c(=O)n(Cc4ccc(F)cc4)c3n2)CC1 | ? | · | -2% | · | · | 1% | · | 1%
COc1ccc(NC(=O)Nc2cccc(C)n2)cc1 | 13% | -7% | -5% | ? | 1% | -7% | 7% | 11µM*
CCN(CC)c1ccc(/C=C/c2nc3ccccc3s2)cc1 | 14% | -3% | -12% | ? | -2% | 14% | 6% | -90%[inhibitor]
Cc1ccc(N(CC(O)CN2CCCC2)S(=O)(=O)c2ccc(C)cc2)cc1 (stereo unspecified) | -1% | 2% | -7% | -1% | -3% | -3% | -6% | -7%
COc1ccc(-n2c(SCC(N)=O)nnc2-c2ccccc2F)cc1 | -8% | 1% | 3% | 0% | -11% | -2% | 6%[11.4 µM] | -8%
O=C(Cn1cnc2ccccc2c1=O)NCc1cccs1 | 1% | -9%[46 µM] | -2% | 3% | 3% | 3% | 9% | 6%
Cc1cc(C)c(OC2(c3ccccc3)OC(=O)c3ccccc32)c(C)c1 (stereo unspecified) | 2% | -4% | -4% | -14% | 9% | -2% | 7% | -22%
COc1cccc(-c2csc(N3CCN(CC(=O)Nc4ccc5c(c4)OCO5)CC3)n2)c1 | ? | ? | 3% | ? | -10% | ? | · | -41%[inhibitor]
COc1cccc(-n2cc(CN(C)Cc3nc(Cc4cccc(F)c4)no3)cn2)c1 | 1% | · | 5% | -12% | -2% | i | -7% | ·
COc1cc2c(cc1OC)CN(S(=O)(=O)c1ccc3c(c1)OCCO3)CC2 | -8% | -6% | 0% | -11% | -3% | -4% | -2% | -8%
COc1cccc(/C=N/n2cnc3cc(C)c(C)cc32)c1OC | · | · | · | ? | -1% | i | 2% | ·
O=C(C1=C[C@@H](c2ccc(C(F)(F)F)cc2)C[C@@H](OCc2ccc(CO)cc2)O1)N1CCOCC1 | -4% | · | · | 0% | -25% | -1% | -3% | ·
c1ccc(Cc2nnc3sc(-c4cccs4)nn23)cc1 | 2.8µM* | -8% | -1% | 16% | -3% | 1% | 3% | 17%
CCOc1ccccc1C1C2C(=O)N(c3ccccc3)C(=O)C2ON1c1ccccc1 (stereo unspecified) | 22µM* | ? | -2% | -8% | -18% | i | -1% | 9%
COC(=O)c1cccnc1-n1c(=O)c2cccnc2n(Cc2cccc(C(F)(F)F)c2)c1=O | 6% | ? | 2% | -2% | -6% | i | · | -18%
CCOC(=O)c1cn(CC(=O)Nc2cccc(Cl)c2C)nn1 | 2% | 7% | -4% | -4%&1% | 2% | -4% | 3% | -10%&-6%
OC[C@H]1O[C@@H](n2cnc3c(NC4CCCC4)ncnc32)[C@H](O)[C@H]1O | -9% | -10% | -5% | -2% | 3% | 3% | · | 14%
O=C1CC(N2CCC(O)(c3ccc(Cl)cc3)CC2)C(=O)N1 (stereo unspecified) | -3% | -2% | 2% | -8% | 8% | i | · | 17%
CC1=NN2C(=N)/C(=C\c3ccc(SCc4ccccc4)o3)C(=O)N=C2S1 | -16% | 11% | -1% | ? | -17% | -17% | · | -18%
COc1ccc(C(=O)Nc2ccc(S(=O)(=O)N3CCCC3)cc2)c(OC)c1 | ? | -5% | -2% | 2% | -3% | i | · | -38%
COc1ccc(OC)c(-c2cc(C3CCN(c4cc(Cl)nc(N)n4)CC3)[nH]n2)c1 | -2% | 9% | -1% | -3% | 1% | -11% | -3% | -49%[inhibitor]
CCSc1nc2ccccc2n1CCOc1ccccc1 | -5% | ? | -2% | ? | -2% | -2% | 16% | 1%
O=C(CSc1nnc(-c2ccccc2F)n1CCc1ccccc1)Nc1ccc2[nH]c(=O)[nH]c2c1 | ? | -6% | -3% | -18% | 2% | -3% | 0% | 2%
CCc1nnc(NC(=O)C2CC(=O)N(Cc3ccco3)C2)s1 (stereo unspecified) | 13% | -2% | 0% | -5% | 5% | -2% | 11% | -15%
Nc1c(-c2ccccc2)c(CN2CCOCC2)nn1-c1cccc([N+](=O)[O-])c1 | 4% | -6%[46 µM] | -2% | ? | -5% | 9% | 23% | -2%
O=C(CCCSc1nc2sc3c(c2c(=O)[nH]1)CCC3)NCCCO | ? | 10% | -1% | -7% | ? | 8% | ? | -7%
Cc1ccoc1C(=O)NCCCNC(=O)c1occc1C | ? | -1% | -2% | ? | ? | 2% | -86% | -2%
O=C(O)/C=C\C(=O)Nc1ccccc1C(=O)NCc1ccccc1 | ? | -7% | -2% | -22% | ? | -9% | 3% | -7%
CC(=O)c1ccc(OCC(O)CN2CC(C)OC(C)C2)cc1 (stereo unspecified) | 15% | -14% | -8% | 5% | 0% | 1% | 4% | -11%
CCCCCCCC(=O)N/N=C/c1ccc([N+](=O)[O-])o1 | -8% | -7% | 7% | ? | 6% | -6% | -8% | 4%
CC(=O)NCCC(=O)Nc1nc(C)c(Cc2ccc3c(c2)OCO3)s1 | 6% | 6% | -4% | 9% | 2% | -5% | 1% | -4%
COC(=O)c1ccc(NC(=S)NCCCn2ccnc2)cc1 | 2% | 1%[46 µM] | 0% | 3% | 4% | i | -6% | -9%
Cc1ccc(S(=O)(=O)NCC(=O)OC(C(=O)c2ccccc2)c2ccccc2)cc1 (stereo unspecified) | ? | 12% | -1% | -2% | -3% | 0% | -7% | -3%
CN1CCN(C(c2ccccc2)c2nnnn2Cc2ccccc2)CC1 (stereo unspecified) | 11% | -4% | -1% | 4% | 20% | i | -1% | 4%
Cc1c(-n2c(SCC(=O)N(C)C3CCS(=O)(=O)C3)nc3ccccc3c2=O)c(=O)n(-c2ccccc2)n1C (stereo unspecified) | 25µM* | ? | 1% | 1% | -2% | -3% | ? | 13%
Cc1cc(Oc2nc3c(C)cccn3c(=O)c2/C=C(\C#N)S(=O)(=O)c2ccccc2)ccc1Cl | ? | -6% | 2% | -10% | ? | -3% | 0% | -56%[inhibitor]
Cc1ccc2nc(Nc3nc(CSc4nc5ccccc5s4)cc(=O)[nH]3)nc(C)c2c1 | 8% | -1% | 1% | -24% | -9% | -7% | -2% | -15%
Fc1ccc(/C=C2\CCCC3=C2NC(=S)NC3c2ccc(F)cc2)cc1 (stereo unspecified) | ? | -3% | -1% | ? | -12% | -7% | -6% | -3%

In another format: entries from further up.
O=C(O)/C=C\C(=O)Nc1ccccc1C(=O)NCc1ccccc1
  ALDH1A1 block: ? | LMNA splice mod: -7% | KinaseGlo FLuc: -2% | Tau fibril ThT: -22% | KDM4E inh: ? | RECQ1 helicase: -9% | L3MBTL1 block: 3% | SMN2 splice up: -7%
CC(=O)c1ccc(OCC(O)CN2CC(C)OC(C)C2)cc1 (stereo unspecified)
  ALDH1A1 block: 15% | LMNA splice mod: -14% | KinaseGlo FLuc: -8% | Tau fibril ThT: 5% | KDM4E inh: 0% | RECQ1 helicase: 1% | L3MBTL1 block: 4% | SMN2 splice up: -11%
CCCCCCCC(=O)N/N=C/c1ccc([N+](=O)[O-])o1
  ALDH1A1 block: -8% | LMNA splice mod: -7% | KinaseGlo FLuc: 7% | Tau fibril ThT: ? | KDM4E inh: 6% | RECQ1 helicase: -6% | L3MBTL1 block: -8% | SMN2 splice up: 4%
